BRCA1 expr up = BRCA1 expression activation; MCF7-BRCA1-FFLuc reporter, luminescence, 48 h; response scale: scaled: vehicle 0%, 10 µM genistein 100%; Potency, µM (top dose mostly 46.1 µM), inactives show top-dose activation, actives largely listed as activators; 1.1% of 380,000 active; active means well fitted activation curve with a large enough effect; inconclusive means small, poorly fitted or top-dose-only effect; inactive means no such curve, though single readings can be large or run the other way; further: nearly all actives have a fitted effect of over 80% in size; some results filed as inactive show a strong effect at the top dose
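Luminescence from a BRCA1-driven firefly luciferase in MCF7 cells was the read-out, taken 15 min after substrate addition following 48 h compound exposure at 37 °C. Data were normalized to a 10 microM genistein control and DMSO vehicle.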
Active calls of the source: *; ? = inconclusive; [ ] = dose if it differs, or a comment. Potency means the concentration at half of the fitted maximal effect.

structure	BRCA1 expr up
c1cc(-c2ccc(N3CCOCC3)cc2)n2ccnc2c1	12%
Cc1ccc(-c2csc3ncnc(Sc4nnnn4C4CC4)c23)cc1	-4%
O=C(Nc1ccc(F)cc1)c1csc2c1CCCCC2	22%
O=C(NCc1cccc(Cl)c1)c1ccc2c(Cl)c3c(nc2c1)CCCC3	-29%
COc1ccc(N2C(=O)CS(=O)(=O)C23C(=O)N(Cc2cccc(F)c2)c2ccccc23)cc1OC (stereo not given)	-4%
c1cc(-c2cc3nc(NCC4CC4)ccn3n2)ccc1OCCN1CCOCC1	6%
CCOc1ccc(Cn2nnc(C(=O)Nc3ccc(Cl)cc3)c2N)cc1	-8%
Cc1ccc(-c2n[nH]c3c2C(c2ccc(C(C)(C)C)cc2)NC3=O)cc1 (stereo not given)	8%
OC[C@@H]1CN(Cc2ccccc2)C[C@H](n2cnc3c(N4CCCC4)ncnc32)O1	4%
O=C(CS(=O)(=O)c1cccc2nsnc12)Nc1ccc(F)cc1	1%

New compounds follow.
structure	BRCA1 expr up
CC(C)(C)OC(=O)N1CCC(c2c(C(=O)Nc3ccc4c(c3)OCO4)cnn2-c2ccccc2)CC1	-5%
O=c1cc(O)cc2n1CCC2	4%
Cc1ccc(-n2c3c(cc(C(=O)Nc4ccccc4C(N)=O)c2=O)C(=O)CC(C)(C)C3)cc1	7%
Cc1ccc(CNc2nc(NCc3ccccc3)nc3ccsc23)c(C)c1	-69%
COc1ccc(-c2cnc3c(NC(C)=O)cc(-c4ccccc4CN(C)C)cn23)cc1OC	-18%
O=C(C1CCCN(S(=O)(=O)c2cccc3nsnc23)C1)N1CCN(c2ccccc2Cl)CC1 (stereo not given)	15%
Cc1cc(C)n2c(NC3CCCCC3)c(-c3ccccn3)nc2n1	-25%
Cc1cc(C)c2c(CN3CCCC3)cc(=O)oc2c1	5%
Clc1ccc(Cn2cc3c(n2)-c2cc4ccccc4n2C3)cc1	17%
CC1(C(=O)NS(=O)(=O)c2ccc(Br)cc2)CCN1C(=O)Cc1cccs1 (stereo not given)	3%

The listing continues.
structure	BRCA1 expr up
Cn1c(NCc2cccnc2)nc2cc(-c3ccc(C(=O)N4CCOCC4)cc3)sc2c1=O	-32%
O=C(NCc1cccnc1)c1cc(C2CCCCN2C(=O)c2ccc3c(c2)CCO3)on1 (stereo not given)	15%
NC(CCc1ccccc1)c1csc(Nc2ccc(C(=O)c3ccccc3)cc2)n1 (stereo not given)	-31%
CC1(C)CC(=O)C2=C(C1)NC(Nc1nc3ccccc3o1)=NC2c1cccc(F)c1 (stereo not given)	16%
Cc1cc(Cl)ccc1C(O)c1ncc(-c2cccc3ccccc23)[nH]1 (stereo not given)	-31%
CCOC(=O)c1ccccc1NC(=O)c1ccc2c(Cl)c3c(nc2c1)CCC3	45%
CCCCn1nnnc1C(c1ccnc2ccccc12)N1CCN(C/C=C/c2ccccc2)CC1 (stereo not given)	0%
Cc1cc(C)c(NC(=O)c2c(C)oc3c2C2=NCCN2C=N3)c(C)c1	-2%
O=C1CC(c2ccccc2)CC2=C1C(c1ccco1)n1nc(C(F)(F)F)nc1N2 (stereo not given)	0%
CCN(CC)C(=O)C1CCCN(Cc2cccc(Cl)c2)C1 (stereo not given)	-7%

Next section, overlapping the part above by 3 compounds.
structure	BRCA1 expr up
Cc1cc(C)c(NC(=O)c2c(C)oc3c2C2=NCCN2C=N3)c(C)c1	-2%
O=C1CC(c2ccccc2)CC2=C1C(c1ccco1)n1nc(C(F)(F)F)nc1N2 (stereo not given)	0%
CCN(CC)C(=O)C1CCCN(Cc2cccc(Cl)c2)C1 (stereo not given)	-7%
O=C(Nc1ccc2c(c1)OCO2)c1csc([C@@H]2O[C@H](CO)[C@H](O)[C@H](O)[C@H]2O)n1	-1%
CCN(CC)c1ncnc2c1ncn2[C@H]1CN(Cc2ccc3c(c2)OCO3)C[C@@H](CO)O1	14%
OC(c1ccc(F)c(F)c1)c1ncc(-c2ccc(F)cc2)[nH]1 (stereo not given)	3%
CCCNC(=O)c1cc(C2CCCCN2C(=O)c2cc(OC)c(C)c(OC)c2)on1 (stereo not given)	-35%
O=C1c2ccccc2C(c2nc3ccccc3[nH]2)N1Cc1ccco1 (stereo not given)	5%
CC(=O)Nc1ccc(-c2ccnc3c2CC(C)(C(=O)NCc2cccc(Cl)c2)O3)cc1 (stereo not given)	-32%
CS(=O)(=O)c1ccc(Nc2nc(C(N)Cc3ccc(F)cc3)cs2)cc1 (stereo not given)	-30%
CCn1cc(C(=O)N2CCN(c3ccccc3OC)CC2)c(=O)c2cc(S(=O)(=O)N3CCC(C)CC3)ccc21	2%
COc1cccc(C(C)(O)c2nc(-c3ccoc3)cs2)c1 (stereo not given)	17%
COc1ccc(-n2nnc(-c3nsc(NC(=O)c4cccc(C)c4)n3)c2C)cc1OC	0%

(listing goes on)
structure	BRCA1 expr up
COc1ccc(CN2CCC2(C)C(=O)Nc2cnc3ccccc3c2)c2ccccc12 (stereo not given)	0%
Cc1nn(-c2ccccc2)c2c1N(CC(=O)NCc1ccc(N(C)C)cc1)C(=O)CS2	5%
CN(C)c1ccc(C=Nc2cncc3ccccc23)cc1	?
O=C(CN1CCNCC1)N1CCOCC1	0%
O=C(CNC(=O)c1ccc(F)cc1)OCc1cc(=O)n2nc(C3CCCCC3)sc2n1	25%
CCCCCCCCN1C(=O)[C@H](CC(=O)NCc2ccccc2)C[C@@]2(C(=O)OC)CCCCC=C12	0%
COc1ccc(-c2cc3c(c4c2ccn4C)C2CCC3C2)cc1F (stereo not given)	-4%
COc1ccc(OC)c(S(=O)(=O)NC(=O)C2(C)CCN2C(=O)Cc2ccccc2Cl)c1 (stereo not given)	18%
CC1=C(C(=O)Nc2cccnc2)C(c2ccccc2)n2nc(SCc3ccccc3F)nc2N1 (stereo not given)	-5%
Cc1cc(F)ccc1NC(=O)CCS(=O)(=O)c1cc2c(cc1C)NC(=O)CO2	12%

Some of the entries so far, with each value named:
molecule: COc1ccc(CN2CCC2(C)C(=O)Nc2cnc3ccccc3c2)c2ccccc12 (stereo not given)
  BRCA1 expr up: 0%
molecule: Cc1nn(-c2ccccc2)c2c1N(CC(=O)NCc1ccc(N(C)C)cc1)C(=O)CS2
  BRCA1 expr up: 5%
molecule: O=C(CN1CCNCC1)N1CCOCC1
  BRCA1 expr up: 0%
molecule: CC1=C(C(=O)Nc2cccnc2)C(c2ccccc2)n2nc(SCc3ccccc3F)nc2N1 (stereo not given)
  BRCA1 expr up: -5%

(continued)
structure	BRCA1 expr up
O=C(Cc1ccc(NC(=O)N2CCCCc3ccccc32)cc1)NCc1cccc(Br)c1	0%
CCn1ccc2cc(S(=O)(=O)N3CCCN(C(=O)NCC(=O)OC)CC3)ccc21	0%
O=C1NC[C@@H](CCCCN2C[C@H](Cc3ccccc3)N(CCC3CCCCC3)C(=O)C2=O)N(CCc2ccc(O)cc2)C1=O	-8%
Cc1ccc(NC(=O)Cn2c(=O)n(CCCCC(=O)NCc3ccccc3Cl)c(=O)c3ccccc32)cc1C	6%
CC(C)(C)S(=O)N1Cc2cc(C(=O)NCc3ccc4c(c3)OCO4)nc(-c3cccc(-c4ccccc4)c3)c2[C@@H]1CCO (stereo not given in full)	0%
O=c1c2cccnc2n(Cc2ccccc2F)c(=O)n1Cc1ccccc1Cl	0%
COc1ccccc1-c1sc2ccccc2c1-c1cnc(N2CCOCC2)nc1	-5%
COC(=O)[C@]12CCCCC=C1N(Cc1ccc(Cl)cc1Cl)C(=O)[C@H](CC(=O)N1CCC(c3ccccc3)CC1)C2	-2%
COc1cccc(C(=O)Nc2c(C(=O)Nc3ccc(F)cc3)oc3ccccc23)c1OC	-16%
CN(C)c1ccc(CNC(=O)CN2CCSc3ccc(S(=O)(=O)N(C)C)cc32)cc1	-9%

The listing continues:
structure	BRCA1 expr up
CCc1ccc(C(=O)c2cn(CC(=O)Nc3ccc(F)c(F)c3)c3cc(OC)c(OC)cc3c2=O)cc1	-18%
CC(=O)c1ccc(NC(=O)COc2ccccc2-c2nc(C(C)C)no2)cc1	9%
CC[C@@H]1Cc2[nH][nH]c(=O)c2[C@@H](c2ccc(Cl)cc2)O1	-8%
CCCCNc1nc2c(c(=O)n(Cc3ccc(Cl)c(Cl)c3)c(=O)n2C)n1C	0%
COC(=O)[C@]12CCCCC=C1N(Cc1ccc(Cl)cc1Cl)C(=O)[C@H](CC(=O)N1CCOCC1)C2	15%
Cc1cccc(NC(=O)C2CCCN(S(=O)(=O)c3ccc4c(c3)oc(=O)n4C)C2)c1C (stereo not given)	8%
COCOc1ccc(-c2ncc(OC)nc2NC(=O)c2ccsc2)cc1	-3%
Nc1[nH]c(C(=O)c2ccccc2)c(-c2ccc(Br)cc2)c1C(=O)NC1CC1	8%
O=C(COc1ccccc1[N+](=O)[O-])N(Cc1ccco1)c1ccccn1	0%
CCCS(=O)(=O)NC(=O)C1(C)CCN(C(=O)c2c(-c3ccccc3)noc2C)C1 (stereo not given)	8%

(listing goes on)
Structure	BRCA1 expr up
COc1ccc(OC)c(-c2noc(N3CCN(c4cc(C)ccc4C)CC3)n2)c1	-7%
CCc1nc2ccc(C(=O)NCCc3c[nH]c4ccccc34)cn2c1N(C)CCCc1ccccc1	-32%
COc1cccc(-n2c(SCC(=O)N3CCCc4ccccc43)nc3c([nH]c4ccccc43)c2=O)c1	-19%
Cn1ccc2c(N3CCOCC3)cc3c(c21)C1CCC3O1 (stereo not given)	8%
COCCNC(=O)C1(C)CCCN(C(=O)c2cc(OC)c(OC)c(OC)c2)C1 (stereo not given)	44%
CC1(C(=O)Nc2ccccc2F)CCN1C(=O)Cc1ccc(-c2ccccc2)cc1 (stereo not given)	-27%
O=C(Nc1ccc(Cl)cc1)C1Cc2c(-c3cccc(F)c3)ccnc2O1 (stereo not given)	0%
Cc1cccc(C)c1-n1nnnc1C1(C)CCC(=O)N1Cc1ccc(F)cc1 (stereo not given)	1%
COCCNC(=O)c1ccc2c(=O)n(CCOC)c(SCC(=O)c3c[nH]c4ccccc34)nc2c1	7%
O=C(NCc1ccccc1F)Nc1nnc([C@H]2C[C@H](O)[C@@H](CO)O2)s1	8%
COc1ccccc1NCc1nnc2n1CCCCC2	4%
CC(=O)N1CCCC(c2cc(C(=O)Nc3ccccc3)no2)C1 (stereo not given)	-56%
COc1ccc(OC)c(NC(=O)c2cc3cc4ccc(C)cc4nc3s2)c1	15%
COc1ccc(Cn2cc(CN3CC(N4CCN(Cc5ccccc5F)CC4)CS3(=O)=O)nn2)cc1 (stereo not given)	13%
COc1ccc(CNC(=O)CN2C(=O)COc3ccc(S(=O)(=O)Nc4ccccc4)cc32)cc1	-10%
c1ccc(COc2cccc(-c3cc4nc(NCc5cccs5)ccn4n3)c2)cc1	-5%
Cc1csc(NCC(=O)c2c[nH]c3ccccc23)n1	14%
O=C(CCn1c(=O)c2ccccc2n(Cc2cccc(Cl)c2)c1=O)NCCc1ccccc1	9%
CCOc1ccc(CNC(=O)c2ccc(NC(=O)N3CCCCc4ccccc43)cc2)cc1OC	0%
COc1cccc(NC(=O)N2CCc3nc(NCc4cccc(Oc5ccccc5)c4)ncc3C2)c1	-53%

(listing goes on)
Structure	BRCA1 expr up
COC[C@H]1CCCN1c1ccc2c(c1)O[C@@H](COCc1ccccc1)CN([C@H](C)c1ccccc1)S2(=O)=O	6%
COc1cc(C)ccc1S(=O)(=O)NC(=O)Cn1nnc(COc2ccc3c(c2)CCCC3)c1C	13%
O=C(Nc1cccc(C(F)(F)F)c1)Nc1ccc2snnc2c1	-61%
CCCNc1ccc(-c2nc(-c3ccncc3)no2)cc1[N+](=O)[O-]	-3%
COc1ccc2c(c1)c1c(c(=O)n(-c3ccc(C)cc3)c(=O)n1CC(=O)NCc1ccc(C)cc1)n2C	-3%
CCc1nc2ccc(C(=O)NC3CCN(Cc4ccccc4)CC3)cn2c1N(CC)Cc1cccc(Br)c1	-71%[inhibitor]
CC(C)Cc1ccc(-c2cc3nc(NCCc4ccc(S(N)(=O)=O)cc4)ccn3n2)cc1	-31%
Cc1ccc(NC(=O)N2CCN(c3cc(-c4noc(C)n4)ccc3C)CC2)c(C)c1	2%
Cc1ccc(C(=O)c2oc3ccccc3c2NC(=O)Cc2ccccc2)cc1	12%
CCCN(CCC)Cc1cc(=O)oc2ccc3ccccc3c12	-44%
Cc1ccc(Cl)cc1N1CCN(S(=O)(=O)c2cc(Br)cc3c2N(C(=O)C2CC2)CC3)CC1	50%
Cc1cc2nc(C3CCCCC3)c(Cc3ccccc3)n2c(C)c1Br	2%
CCCNC(=O)C1(C)CCCN(Cc2ccc(C(F)(F)F)cc2)C1 (stereo not given)	-3%
COc1ccccc1CNC(=O)c1cc2sccc2n1Cc1ccc(F)cc1	-3%
COc1ccc(C(=O)N2CCN(c3nc4c(C)c(Cl)ccc4s3)CC2)c(OC)c1	70%
Cc1ccc2c(/C=C/c3ccc(N(C)C)cc3)ccnc2c1	-31%
CCOC(=O)[C@]12CCC=C1N(Cc1ccc(Cl)cc1Cl)C(=O)[C@H](CC(=O)NCc1cccc(C(F)(F)F)c1)C2	-28%
CC(C)NC(=O)c1cc(C2CCCCN2C(=O)c2cc(C(C)(C)C)nn2C)on1 (stereo not given)	9%
CCOCCCNC(=O)c1ccc(NC(=O)N2CCCCc3ccccc32)cc1	0%
CCOC(=O)c1cnn(-c2cccc(Cl)c2)c1C1CCN(C(=O)OC(C)(C)C)CC1	0%
N#CCCC1(CCC#N)c2ccccc2C(=O)c2ccccc21	10%
CC(=O)Nc1cc(-c2cccc(F)c2)cn2c(-c3ccccc3)cnc12	-34%

Structural class: the compounds so far with a nitro group on carbon (2)
Structure	BRCA1 expr up
O=C(COc1ccccc1[N+](=O)[O-])N(Cc1ccco1)c1ccccn1	0%
CCCNc1ccc(-c2nc(-c3ccncc3)no2)cc1[N+](=O)[O-]	-3%

The list is partial. The share of hits here may be higher or lower than overall.
